EWS-Fli inh: blocks EWS/Fli oncoprotein-driven transcription. A673 NR0B1-luciferase reporter, viability-normalised. inhibition, % at 12.6 µM. 0.67% of 350,000 active;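 active = mean inhibition of at least 50% after viability correction, with every replicate also passing that limit; inconclusive = mean reaches 50% but only one of two replicates passes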;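 note: firefly luciferase signal divided by Alamar Blue viability fluorescence both relative to DMSO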
ERp5 inh: ERp5 (human) disulfide isomerase inhibition. Q15084. ERp5 insulin aggregation, absorbance 650 nm, 90 min. inhibition, % at 9.99 µM. 0.05% of 350,000 active. AID 651711;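 active = mean replicate inhibition above about 25%, with every replicate also reaching it, limit read from the data, passing the limit was not always enough; inconclusive = only one of those two criteria met; inactive = neither criterion met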
Target sequence (Q15084 whole entry, looked up): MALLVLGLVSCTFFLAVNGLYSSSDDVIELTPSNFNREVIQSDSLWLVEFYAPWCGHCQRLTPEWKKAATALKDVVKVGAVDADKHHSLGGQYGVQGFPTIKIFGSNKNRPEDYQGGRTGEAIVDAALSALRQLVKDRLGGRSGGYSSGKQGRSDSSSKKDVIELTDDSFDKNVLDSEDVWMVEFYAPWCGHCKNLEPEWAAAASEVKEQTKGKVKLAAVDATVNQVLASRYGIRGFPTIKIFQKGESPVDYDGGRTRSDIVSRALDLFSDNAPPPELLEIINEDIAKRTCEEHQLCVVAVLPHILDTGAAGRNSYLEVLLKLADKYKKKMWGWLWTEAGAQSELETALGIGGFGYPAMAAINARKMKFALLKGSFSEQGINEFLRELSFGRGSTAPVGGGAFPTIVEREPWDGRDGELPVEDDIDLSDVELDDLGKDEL
DENV2 CPE: protects cells from dengue virus 2 cytopathic effect. DENV2-infected cells, cytopathic effect rescue, plate reader. CPE inhibition, % at 9.99 µM. 1.7% of 350,000 active. AID 651640; in the data active = CPE inhibition above about 20%, passing the limit was not always enough; inconclusive = no clear call, values can overlap the other calls; tested in BHK-21 cells;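 note: 0% = median of neutral control wells and 100% = median of positive control wells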
GSIS activator: GLuc luminescence reporter in INS-1E cells, primary screen for activators of glucose-dependent secretion of insulin | INS-1E GLuc reporter insulin secretion, 2-3 h | activation, % at 16.6 µM | 0.61% of 370,000 active;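 active = lowest replicate activation of at least 40%, so every replicate reaches that level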;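 note: 0% = median of neutral control wells and 100% = median of IBMX positive control wells; some compounds called inactive have numbers as strong as hits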
F508del corr: CFTR F508del correction in bronchial cells. CFBE cells, YFP halide quenching; stimulated with forskolin plus potentiator P3; % fluorescence drop versus neutral controls. activity (quench increase), % at 7.58 µM. 0.36% of 350,000 active;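 active = mean added fluorescence quench of at least 8% versus neutral control, with both replicates also reaching 8%; inconclusive = only one of the mean or replicate conditions met; inactive = mean below 8% and not both replicates reaching 8%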;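 note: cells transiently co-express mutant CFTR-F508del with the halide-sensitive YFP; corrector assay measuring rescue of mutant channel to the surface after 24 h compound exposure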
Xi reactivation: activators of X-chromosome reactivation in mouse fibroblasts | XiGFP mouse fibroblasts, % GFP-positive cells imaging, 3 d; cells co-treated with 5-aza-dC sensitizer; scaled so ellipticine positive control = 100% | AID 743238 | 0.055% of 360,000 active | activation, % at 7.58 µM;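 active = mean normalized replicate activation at least 10% and every replicate at or above 10%; inconclusive = only one of the two criteria met; inactive = mean below 10% and not all replicates reach 10%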;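 note: 0% = median of on-plate neutral control wells and 100% = ellipticine 6 µM median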
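assay system = SV40-immortalized XiGFP fibroblast cells, line 68-5-11 | buffer or medium = DMEM plus 5-aza-dC sensitizer | doses = single-point pinned compound dosing | times = 3-day compound exposure, then 15 min fixation at room temperature | benchmarks = positive control ellipticine, 6 µM final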
PAX8 inh HTS: lowers PAX8-driven luciferase in RMG-I cells; RMG-I TPO-luciferase reporter, SteadyGlo, 24 h; AID 652154; inhibition, % at 12.6 µM; 1.2% of 360,000 active;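 active = mean replicate inhibition at least 60% with every replicate also reaching 60%; inconclusive = only one of the two criteria is met; inactive = mean below 60% and not all replicates reaching 60%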;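 note: luciferase light reporting Pax8 driven TPO promoter activity; plate controls were median of neutral control wells for no effect and mitoxantrone controls for full effect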
ARNT-TACC3 inh: disruptors of human ARNT/TACC3 interaction; Q9Y6A5; AlphaScreen His-ARNT PAS-B/GST-TACC3 binding, luminescence; TACC3 fragment carries E629A point mutation; inhibition, % at 9.99 µM; 0.66% of 390,000 active; AID 623870;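 active = mean inhibition of replicates at least 50% and at least half of replicates each reaching 50%; inconclusive = half or more replicates reach 50% but mean below 50%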;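 note: 0% = complete ARNT plus TACC3 wells and 100% = ARNT alone without TACC3; many hits fall short of the cut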
* hit, by the source's call; ? = inconclusive; nt = not tested or not shown.

Letter code: A = EWS-Fli inh; B = ERp5 inh; C = DENV2 CPE; D = GSIS activator; E = F508del corr; F = Xi reactivation; G = PAX8 inh HTS; H = ARNT-TACC3 inh
> O=C(CN(Cc1ccccc1)C(=O)c1csnn1)NCc1ccc2c(c1)OCO2
  A: 0	B: 6	C: -1	D: -5	E: -0.9	F: 0.1	G: 10	H: nt
> O=C1C2C3CCC(C3)C2C(=O)N1Cc1ccccc1 (stereo not drawn)
  A: nt	B: nt	C: nt	D: 12	E: nt	F: 0.2	G: 8	H: -19
> O=c1[nH][nH]c2c1[C@H](CCc1cccc(Cl)c1)O[C@H](C1CCCC1)C2
  A: 1	B: -3	C: -3	D: -12	E: -1.9	F: 0.0	G: -11	H: nt
> CCOc1ccc(NC(=O)N2CCC(NC(=O)C(Cc3cccc(F)c3)NC(C)=O)CC2)cc1 (stereo not drawn)
  A: 3	B: 4	C: 5	D: 3	E: -1.1	F: 0.0	G: -14	H: 0
> CCOC(=O)N1CCN(C(=O)c2ccc(NS(C)(=O)=O)cc2)CC1
  A: -14	B: 3	C: -3	D: -1	E: -0.6	F: nt	G: nt	H: 6
> CC(CNC(=O)[C@@H](Cc1ccccc1)NC(=O)[C@H]1O[C@@H](n2ccc(=O)[nH]c2=O)[C@H](O)[C@@H]1O)c1ccccc1 (stereo partly drawn)
  A: -6	B: 1	C: 6	D: 15	E: 2.0	F: 0.6	G: 1	H: nt
> Clc1cccc(Cc2c(-c3cccc(Br)c3)nc3c4ccccc4ccn23)c1
  A: 5	B: -4	C: 13	D: 7	E: 1.1	F: 0.0	G: 38	H: nt
> CN(c1ncc(C(F)(F)F)cc1Cl)N1C(=O)c2cccc(N)c2C1=O
  A: 7	B: -4	C: -7	D: 1	E: -1.0	F: 0.0	G: 19	H: -15
> COc1ccc(CC(=O)Nc2ccc(-c3nnc(-c4ccccc4)o3)cc2)cc1OC
  A: -48	B: 3	C: 0	D: 9	E: 1.2	F: nt	G: nt	H: -4
> O=C(NCc1ccc2c(c1)OCO2)c1ccc(Cl)c(S(=O)(=O)NCc2ccccc2)c1
  A: 18	B: -7	C: 1	D: 5	E: -1.7	F: 0.0	G: 32	H: 1
> CC(NC(=O)CSc1ncccn1)c1ccc2c(c1)OCO2 (stereo not drawn)
  A: -2	B: 1	C: 4	D: nt	E: 1.3	F: 0.2	G: 3	H: -11
> Cc1cc(C)cc(C(=O)Nc2ccc(N3CCN(S(C)(=O)=O)CC3)cc2)c1
  A: -1	B: -2	C: ?	D: 2	E: 4.3	F: 0.0	G: -5	H: -16
> COc1ccc(Cc2nnc(N/N=C/c3ccccc3O)[nH]c2=O)cc1OC
  A: -7	B: -1	C: -4	D: nt	E: nt	F: -0.1	G: 58	H: 58*
> Cc1ccc(S(=O)(=O)NC(=O)NCCc2ccccc2)cc1
  A: 5	B: ?	C: -4	D: 0	E: 1.1	F: 0.1	G: 18	H: -10
> CC(C)NC(=O)Nc1ccc2c(c1)C(=O)N([C@@H](C)CO)C[C@H](C)[C@@H](CN(C)C(=O)CCCN(C)C)OCCCC[C@H](C)O2
  A: nt	B: -1	C: 1	D: 26	E: 0.4	F: 0.3	G: -12	H: -13
> CCN(CC)C(=O)C1CCCN(c2ccc([N+](=O)[O-])cc2)C1 (stereo not drawn)
  A: 0	B: 1	C: 0	D: -5	E: 4.8	F: 0.2	G: -6	H: 0
> CCS(=O)(=O)N1CCCCN2[C@@H](CO)[C@@H](c3ccc(C#CC(C)(C)O)cc3)[C@@H]2C1
  A: -15	B: 6	C: 10	D: -9	E: 0.1	F: 0.0	G: 12	H: -2
> CC(C)COc1nc2ccccc2nc1N1CCN(C)CC1
  A: 6	B: -1	C: -5	D: -17	E: -0.5	F: 0.0	G: 8	H: 4
> COCC(=O)N1[C@@H](CO)[C@@H]2c3ccccc3N(C(=O)c3cccnc3)C[C@@H]21
  A: 1	B: 0	C: 18	D: 5	E: -1.5	F: 0.0	G: 4	H: -3
> Cc1noc(C)c1S(=O)(=O)Nc1ccc2c(c1)C(=O)N([C@@H](C)CO)C[C@H](C)[C@@H](CN(C)S(=O)(=O)c1cn(C)cn1)OCCCC[C@@H](C)O2
  A: -17	B: 0	C: -6	D: 15	E: -0.2	F: 0.0	G: 1	H: -1
> CC(=O)N1N=C(C)CC1c1ccc(O)cc1 (stereo not drawn)
  A: 1	B: 3	C: 3	D: 5	E: -2.6	F: 0.3	G: 4	H: -3
> Cc1cc(-c2nnc(CCC(=O)N3CCN(Cc4cccc(F)c4)CC3)o2)c(C)o1
  A: -11	B: -1	C: 0	D: -13	E: 1.5	F: 0.0	G: -51	H: -16
> Cc1nn(Cc2ccccc2)c2ncccc12
  A: 6	B: 2	C: -3	D: -6	E: -5.9	F: 0.1	G: 4	H: -15
> Cc1ccc(Nc2ncnc(N)n2)cc1C
  A: -7	B: -1	C: -2	D: 7	E: -0.6	F: 0.0	G: -11	H: nt
> CN(C)CCN(C(=O)C1CCN(S(=O)(=O)c2cccs2)CC1)c1nc2ccc(F)cc2s1
  A: -43	B: 2	C: -3	D: 7	E: -0.5	F: 0.3	G: -59	H: 9
> Nc1[nH]c(C(=O)c2ccc(Cl)cc2)c(-c2ccc(Br)cc2)c1C(=O)NCc1ccc(Cl)cc1Cl
  A: -4	B: 6	C: 2	D: 5	E: -1.1	F: 1.0	G: -19	H: nt
> C[C@H](CO)N1C[C@H](C)[C@H](CN(C)C(=O)Nc2ccc(F)cc2)Oc2ccc(N(C)C)cc2C1=O
  A: 2	B: 2	C: 5	D: -20	E: -0.8	F: 0.5	G: 8	H: nt
> C[C@H](NC(N)=O)C(=O)Nc1ccc(N2CCOCC2)c(S(=O)(=O)Nc2ccc(Cl)cc2)c1
  A: 1	B: -2	C: -7	D: 5	E: 1.4	F: 0.2	G: 6	H: -1
> CCOC(=O)C1CCN(S(=O)(=O)c2ccc(OC)c(OC)c2)CC1
  A: 5	B: 2	C: -7	D: 85	E: -3.4	F: nt	G: nt	H: -6
> Cc1ccc(S(=O)(=O)N(C)C[C@H]2Oc3ccc(NC(=O)Nc4cccc5ccccc45)cc3CC(=O)N([C@@H](C)CO)C[C@H]2C)cc1
  A: 11	B: 0	C: -2	D: -12	E: -1.1	F: 0.0	G: nt	H: 10
> CO[C@@H]1CN(C)C(=O)c2ccc(NS(=O)(=O)c3cccc(Cl)c3)cc2OC[C@@H](C)N(C(=O)Cc2cccnc2)C[C@H]1C
  A: 5	B: 8	C: 1	D: 10	E: 0.7	F: -0.1	G: 2	H: 5
> O=C(c1cccc([N+](=O)[O-])c1)N1CC2C3C=CC(C3)C2C1 (stereo not drawn)
  A: 4	B: -9	C: 5	D: 36	E: 3.3	F: 0.1	G: 29	H: 1
> COc1cc(C(=S)N2CCCCC2)ccc1OCC(=O)Nc1ccc(F)cc1
  A: -9	B: -3	C: 98*	D: -36	E: 0.2	F: 0.3	G: 2	H: -5
> O=C(COc1cccc(Cl)c1Cl)NC1CC1
  A: -14	B: 5	C: -12	D: 8	E: -1.1	F: 0.2	G: -18	H: -1
> COc1ccc(NC(=O)c2cc3ccc(O)cc3o/c2=N\O)cc1
  A: -19	B: 2	C: -4	D: 22	E: -2.4	F: 0.3	G: 4	H: -2
> O=C(C[C@@H]1C[C@@H]2c3cc(NC(=O)Nc4ccc(C(F)(F)F)cc4)ccc3O[C@@H]2[C@@H](CO)O1)NCCc1ccccc1
  A: 10	B: 11	C: -4	D: 5	E: 1.5	F: 0.0	G: -2	H: -12
> O=C(c1cccc(Cl)c1)N(Cc1ccco1)C1CCS(=O)(=O)C1 (stereo not drawn)
  A: 3	B: 0	C: -5	D: nt	E: 4.8	F: 0.0	G: 16	H: -1
> CC(C)C(=O)Nc1ccc2c(c1)C(=O)N(C)[C@H]1CC[C@H](CC(=O)Nc3ccccc3)O[C@@H]1CO2
  A: -3	B: -4	C: 0	D: -4	E: 0.9	F: 0.3	G: 5	H: -17
> CC1CCCCN1CCNC(=O)CCc1nnc2n(Cc3ccccc3)c(=O)c3ccccc3n12 (stereo not drawn)
  A: -2	B: -1	C: 9	D: 27	E: -0.7	F: 0.2	G: 3	H: 1
> CNC(=O)NC(=O)C(C)OC(=O)c1c2c(nc3ccccc13)/C(=C/c1cccs1)CC2 (stereo not drawn)
  A: 4	B: 4	C: -7	D: nt	E: nt	F: 0.7	G: -25	H: -6
> Cc1nc(SC(C)C(=O)NCc2ccc3c(c2)OCO3)nc(C)c1C (stereo not drawn)
  A: 2	B: 2	C: 7	D: 0	E: 1.5	F: 0.0	G: -4	H: -5
> COc1cc(CN2CCCC(C(=O)c3ccc(C(C)(C)C)cc3)C2)cc(OC)c1O (stereo not drawn)
  A: -12	B: 3	C: 26*	D: 6	E: -3.4	F: 0.0	G: 10	H: -8
> COc1ccc(CN(C)C[C@@H]2OCCCC[C@@H](C)Oc3ccc(NS(=O)(=O)c4ccc(F)cc4)cc3C(=O)N([C@@H](C)CO)C[C@H]2C)cc1
  A: 0	B: 3	C: -7	D: -4	E: 0.5	F: 0.1	G: -7	H: -3
> COc1cc(C(=O)Nn2c(C)nc3ccccc3c2=O)cc(OC)c1OC
  A: -99	B: 2	C: -1	D: 0	E: -0.7	F: 0.2	G: -3	H: -9
> C[C@H](CO)N1C[C@H](C)[C@H](CN(C)CC2CCOCC2)Oc2ncc(-c3cccc(F)c3)cc2C1=O
  A: -2	B: 0	C: 1	D: 12	E: 0.5	F: -0.7	G: 7	H: 13
> Oc1c(C(c2cccs2)N2CCOCC2)sc2ncnn12 (stereo not drawn)
  A: -6	B: 7	C: -1	D: 13	E: -7.5	F: 4.7	G: -5	H: -6
> Cc1ccccc1-c1nc(CS(=O)(=O)CC(=O)NCCN2CCCC2)c(C)o1
  A: -8	B: 9	C: 3	D: -6	E: 2.3	F: 0.0	G: 16	H: -6
> CC12CCC(C(=O)Nc3ccc(Cl)cc3)([C@H](Br)C1=O)C2(C)C (stereo partly drawn)
  A: 0	B: 4	C: -2	D: nt	E: -4.3	F: 0.0	G: -14	H: nt
> COCC(=O)NC[C@@H]1N[C@@H](CO)[C@H]1c1ccc(C2=CCCCC2)cc1
  A: -8	B: -3	C: 3	D: -12	E: -1.2	F: 0.0	G: 2	H: 2
> COc1ccc2nc(N/C(N)=N/C(=S)Nc3c(C)cccc3C)nc(C)c2c1
  A: 10	B: 0	C: -1	D: 4	E: 1.6	F: 0.0	G: -59	H: 2

Rewritten in markdown: entries from further up
| Structure | EWS-Fli inh | ERp5 inh | DENV2 CPE | GSIS activator | F508del corr | Xi reactivation | PAX8 inh HTS | ARNT-TACC3 inh |
| --- | --- | --- | --- | --- | --- | --- | --- | --- |
| Cc1ccc(S(=O)(=O)NC(=O)NCCc2ccccc2)cc1 | 5 | ? | -4 | 0 | 1.1 | 0.1 | 18 | -10 |
| CC(C)NC(=O)Nc1ccc2c(c1)C(=O)N([C@@H](C)CO)C[C@H](C)[C@@H](CN(C)C(=O)CCCN(C)C)OCCCC[C@H](C)O2 | nt | -1 | 1 | 26 | 0.4 | 0.3 | -12 | -13 |
| CCN(CC)C(=O)C1CCCN(c2ccc([N+](=O)[O-])cc2)C1 (stereo not drawn) | 0 | 1 | 0 | -5 | 4.8 | 0.2 | -6 | 0 |
| CCS(=O)(=O)N1CCCCN2[C@@H](CO)[C@@H](c3ccc(C#CC(C)(C)O)cc3)[C@@H]2C1 | -15 | 6 | 10 | -9 | 0.1 | 0.0 | 12 | -2 |

Screening results from PubChem.
